DUSP3 inh: VHR1 phosphatase inhibitors, primary screen, biochemical, colorimetric, HTS. 50,000 tested, 0.7% active. Dual specificity protein phosphatase 3 (Homo sapiens), P51452. recombinant VHR phosphatase, colorimetric substrate read-out. inhibition, % at 20 µM. AID 1992, 2009; in the data active = inhibition above about 60%; note: some results filed as inactive read as strong as hits
Target sequence (P51452 whole entry, looked up): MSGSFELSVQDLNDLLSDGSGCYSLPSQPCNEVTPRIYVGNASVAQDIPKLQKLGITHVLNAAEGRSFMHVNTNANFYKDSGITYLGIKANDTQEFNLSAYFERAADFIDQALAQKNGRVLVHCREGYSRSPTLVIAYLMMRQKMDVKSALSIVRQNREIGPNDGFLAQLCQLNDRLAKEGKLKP
* hit, by the source's call. An excerpt (hit frequency here may not be typical).

SMILES | DUSP3 inh
O=C(Nc1ccc(Cl)cc1)/C(=C\c1cccc([N+](=O)[O-])c1)NC(=O)c1cccs1 | 5
CC(C)C(C(=O)O)N1C(=O)/C(=C/c2ccc(F)cc2)SC1=S (stereo not drawn) | -14
CCOc1ccc(Br)cc1C=C1C(=O)NC(=S)NC1=O | -14
CC(=O)NS(=O)(=O)c1ccc(NC(=O)/C=C/c2ccc(F)cc2)cc1 | -14
COc1ccc(/C=C2\SC(=Nc3cccc(Cl)c3C)NC2=O)c(OC)c1 | 47
Cc1cccc(C)c1OCC(=O)Nc1ccc([N+](=O)[O-])cc1 | -4
CSc1ccc(CN2CCN(C(=O)c3cccc(F)c3)CC2)cc1 | 0
C=CCOc1ccccc1/C=C1\N=C(c2ccc(C)cc2)OC1=O | -7
CCc1cccc(C)c1NC(=O)/C=C/c1ccc(F)cc1 | -8
O=C(Nc1ccccn1)C(O)c1ccccc1 (stereo not drawn) | 8
Cc1cc(/C=C2/NC(=O)NC2=O)c(C)n1-c1cccc(Cl)c1 | 10
CCC(=O)Nc1ccc2c(c1)C(=O)N(C)C2=O | 16
CCOC(=O)C1=C(C)N=C2SCC(=O)N2C1c1ccc(O)cc1 (stereo not drawn) | -34
O=S(=O)(c1ccc(Br)c2ccccc12)N1CCCc2ccccc21 | -3
CCCOc1ccc(/C=N/NS(=O)(=O)c2ccc3ccccc3c2)cc1OC | -2
CC1=C/C(=N/OS(=O)(=O)c2ccc(C)cc2)C=CC1=O | 4
CCc1cc(C)cc(OCCOc2cccc(/C=C3/SC(=S)N(C)C3=O)c2)c1 | -13
O=C(NCCCN1CCOCC1)C(=O)NCc1ccco1 | -16
Cc1cc(C)nc(NS(=O)(=O)c2ccc(N=Cc3c(C)[nH]n(-c4ccc(C)c(C)c4)c3=O)cc2)n1 | -45
COc1ccc(CC(=O)NCc2ccccc2Cl)cc1OC | -7
CCCCNCCCCOc1c(C)cccc1C | -18
CCCN(CCC)c1ccc(/C=N/NC(=O)C(O)c2ccccc2)cc1 (stereo not drawn) | -40
COc1cc(Br)c(/C=C2\C(=O)N(c3ccc(S(N)(=O)=O)cc3)N=C2C)cc1OC | 7
O=[N+]([O-])c1ccc(Sc2c(-c3ccccc3)nc3sccn23)cc1 | -6

Looked up above:
In DUSP3 inh, CCCOc1ccc(/C=N/NS(=O)(=O)c2ccc3ccccc3c2)cc1OC shows -2
In DUSP3 inh, O=S(=O)(c1ccc(Br)c2ccccc12)N1CCCc2ccccc21 shows -3

New compounds follow.
SMILES | DUSP3 inh
COc1ccc(NC(=O)c2ccc(Cc3ccc(C)cc3)o2)cc1 | -18
COC(=O)c1ccc(C2CC(=O)NC(C)=C2C(=O)OCc2ccccc2)cc1 (stereo not drawn) | -11
CC1=C(C(=O)OCCOc2ccccc2)C(c2cc3c(cc2Br)OCO3)NC(=O)N1 (stereo not drawn) | -6
CC(=O)N1C(=O)/C(=C/C(=O)c2ccccc2)c2ccccc21 | -13
O=C(c1ccc(Br)cc1)c1cc(Cl)ccc1NCc1ccccc1 | -44
CCc1[nH]nc(C(=O)N/N=C/c2ccccn2)c1C | 15
CCOC(=O)C(CCOCCOc1c(C)cc(Cl)cc1Cl)C(=O)OCC | 3
O=C(c1ccc([N+](=O)[O-])cc1)n1c2c(c3ccccc31)CCCC2 | -24
CCOC(=O)Nc1cccc(Nc2ccccc2)c1 | 2
O=C(Cn1c(NCCO)nc2ccccc21)c1ccc([N+](=O)[O-])cc1 | -20
CS(=O)(=O)N1CCN(C2CCN(Cc3ccccc3)CC2)CC1 | 8
Cc1ccsc1/C=C(/C#N)c1nc(-c2ccc(Cl)cc2)cs1 | -24
COc1ccc(CC(=O)N2CCC(Cc3ccccc3)CC2)cc1OC | 33
COc1ccc(N2C(=O)C(Cl)=C(Nc3cccc(OC)c3)C2=O)cc1 | 10
COc1ccc(OC)c(C(O)c2nc3ccccc3n2C(C)C)c1 (stereo not drawn) | -13
O=C(COc1ccc([N+](=O)[O-])cc1)Nc1ccc2oc(-c3cccc(Cl)c3)nc2c1 | -24
O=C(Nc1cccc2nsnc12)c1ccco1 | -13
Cc1ccc(CNC(=O)CCC(=O)Nc2cc(Cl)ccc2C)cc1 | -14
CCOc1ccccc1/C=C1/C(=O)NN(c2ccc(C)c(C)c2)C1=O | -11
Cc1cc(Nc2ccc(Br)cc2)nc2ccccc12 | -13
O=C(NCCN1CCOCC1)/C(=C/c1ccc(Cl)cc1)NC(=O)c1ccccc1 | 12
COc1ccc(O)c(CN2CCN(Cc3ccccc3Br)CC2)c1 | 20
CCc1nnc(NC(=O)CCc2ccc(OC)cc2)s1 | -20
CN(C)NC1S/C(=C/C(=O)O)C(=O)N1c1ccccc1 (stereo not drawn) | -42
COC(=O)CCP(C)(=O)OCC(C)C (stereo not drawn) | 0
COc1ccc(C2C3=C(CC(C)(C)CC3=O)Nc3ccccc3N2C(=O)CC(C)C)cc1 (stereo not drawn) | 2
FC(F)(F)c1cc(-c2ccccc2)n[nH]1 | -13
CN(/N=C/c1cc([N+](=O)[O-])ccc1O)c1ccccc1 | -10
O=C(NCC1COc2ccccc2O1)C(c1ccccc1)c1ccccc1 (stereo not drawn) | -1
O=[N+]([O-])c1cc2c(cc1C=Nc1cc(Cl)cc(Cl)c1)OCO2 | -6
O=C(c1cc2n(n1)C(C(F)(F)F)CC(c1ccc(Cl)c(Cl)c1)N2)N1CCN(Cc2ccccc2)CC1 (stereo not drawn) | -3
Cc1nc2c(C)cccc2c2c1CC(C)O2 (stereo not drawn) | 19
Cc1ccc(Cn2c(-c3nonc3N)nc3ccccc32)cc1 | -32
CS(=O)(=O)c1nnnn1-c1cccc2ccccc12 | -9
O=C(Nc1cc(C(F)(F)F)ccc1N1CCOCC1)Nc1cccc2ccccc12 | -10
CC(C)(C)NC(=O)CN1C(=O)/C(=C/c2ccccc2)SC1=S | -25

Arranged by number of heavy atoms (smallest number first): some entries from above
SMILES | DUSP3 inh
COC(=O)CCP(C)(=O)OCC(C)C (stereo not drawn) | 0
FC(F)(F)c1cc(-c2ccccc2)n[nH]1 | -13
Cc1nc2c(C)cccc2c2c1CC(C)O2 (stereo not drawn) | 19
CCC(=O)Nc1ccc2c(c1)C(=O)N(C)C2=O | 16
CCCCNCCCCOc1c(C)cccc1C | -18
CCOC(=O)Nc1cccc(Nc2ccccc2)c1 | 2
CN(C)NC1S/C(=C/C(=O)O)C(=O)N1c1ccccc1 (stereo not drawn) | -42
O=C(NCCCN1CCOCC1)C(=O)NCc1ccco1 | -16
Cc1ccsc1/C=C(/C#N)c1nc(-c2ccc(Cl)cc2)cs1 | -24
CS(=O)(=O)N1CCN(C2CCN(Cc3ccccc3)CC2)CC1 | 8
COc1ccc(OC)c(C(O)c2nc3ccccc3n2C(C)C)c1 (stereo not drawn) | -13
O=C(Cn1c(NCCO)nc2ccccc21)c1ccc([N+](=O)[O-])cc1 | -20
COc1ccc(CC(=O)N2CCC(Cc3ccccc3)CC2)cc1OC | 33
O=C(NCC1COc2ccccc2O1)C(c1ccccc1)c1ccccc1 (stereo not drawn) | -1
CCCOc1ccc(/C=N/NS(=O)(=O)c2ccc3ccccc3c2)cc1OC | -2
O=C(NCCN1CCOCC1)/C(=C/c1ccc(Cl)cc1)NC(=O)c1ccccc1 | 12
O=C(COc1ccc([N+](=O)[O-])cc1)Nc1ccc2oc(-c3cccc(Cl)c3)nc2c1 | -24
COc1ccc(C2C3=C(CC(C)(C)CC3=O)Nc3ccccc3N2C(=O)CC(C)C)cc1 (stereo not drawn) | 2
Cc1cc(C)nc(NS(=O)(=O)c2ccc(N=Cc3c(C)[nH]n(-c4ccc(C)c(C)c4)c3=O)cc2)n1 | -45
O=C(c1cc2n(n1)C(C(F)(F)F)CC(c1ccc(Cl)c(Cl)c1)N2)N1CCN(Cc2ccccc2)CC1 (stereo not drawn) | -3

Next records follow:
SMILES | DUSP3 inh
Cc1cccnc1-n1c(-c2ccc(Cl)cc2Cl)nc2ccccc2c1=O | -17
CCc1ccc(-c2cc(C(=O)NC(C)C)c3ccccc3n2)cc1 | -4
CCC(=O)c1ccc(OCC(O)CN2CCCC2)c(OC)c1 (stereo not drawn) | -11
Cc1ccc(C2=NN(C(=O)CCC(=O)O)C(c3ccccc3F)C2)cc1 (stereo not drawn) | -8
CCOC(=O)C1=C(C)NC(=S)NC1c1cc(C(C)C)c(OC)cc1C (stereo not drawn) | -1
CCC1CCc2c(sc(NC(=O)CCC(=O)O)c2C#N)C1 (stereo not drawn) | 24
Cc1cccc(NC(=O)C2CC(=O)N=C(N)S2)c1 (stereo not drawn) | -2
Cc1coc2c(I)c3oc(=O)cc(C)c3cc12 | 8
COC(=O)C1=C(C)N(C)C(C)=C(C(=O)OC)C1c1cccc(OCc2ccccc2)c1 | -6
CC(C)c1ccc(/C=C(\NC(=O)c2ccccc2)C(=O)NCC2CCCO2)cc1 (stereo not drawn) | -14
O=C(/C=C/c1ccccc1)NNc1ccc([N+](=O)[O-])cc1 | 4
O=C1N=C(N2CCN(C3=NC(=O)/C(=C/c4ccccc4O)S3)CC2)S/C1=C\c1ccccc1O | 13
Cn1c(/C=C/c2ccc(C(=O)c3ccccc3)o2)nc2ccccc21 | 10
COc1c(Br)cc(Br)cc1/C=N\NC(=O)c1ccc([N+](=O)[O-])cc1 | -37
O=C(CCc1ccccc1)N1CCN(c2nc3ccc([N+](=O)[O-])cc3s2)CC1 | -2
COC(=O)c1ccccc1NC(=O)COc1ccc(Br)cc1 | -36
c1cc(Nc2ncnc3sc4c(c23)CCC4)ccn1 | -2
O=C(Nc1ccc(N2CCCCC2)cc1)c1ccc(-c2ccccc2)cc1 | -22
COc1cc([N+](=O)[O-])cc(/C=C2/C(=O)NC(=O)N(C)C2=O)c1O | 10
COc1cc(NC(=O)COc2ccc(Cl)cc2Br)c(OC)cc1Cl | -9
CC(NC(=O)CN(c1ccccc1)S(=O)(=O)c1ccccc1[N+](=O)[O-])c1ccccc1 (stereo not drawn) | -1
O=C(Nc1cc(C(F)(F)F)cc(C(F)(F)F)c1)c1ccco1 | -7
O=C1c2ccccc2-c2onc3c(Br)cc(N4CC4)c1c23 | 3
COc1ccccc1CN1CCN(Cc2cc(Br)ccc2O)CC1 | -32
Cc1oc2ccc(OS(C)(=O)=O)cc2c1C(=O)OC(C)C | -21
Cc1cc(C)cc(N(CC(=O)O)S(=O)(=O)c2ccccc2)c1 | -32
Cc1ccc(OCCSc2nc3ccccc3[nH]2)cc1C | -6
Cc1cccc(-c2noc(-c3ccc(I)cc3)n2)c1 | -16
CCOc1ccc(NC2=NS(=O)(=O)c3ccccc32)cc1 | -6
CCC1(c2ccccc2)C(=O)NC(=O)N(C(=O)c2ccc(Cl)cc2)C1=O (stereo not drawn) | -9
Cc1ccc(C)n1-c1ccc(C(=O)O)c(Cl)c1 | 47
Cc1ccc(C)c(NC(=O)Cn2nc(C)c3ccccc3c2=O)c1 | -2
N#Cc1cccc(NC(=O)Nc2ccc(Cl)cc2)c1 | -3
CC(C)CCNC(=O)c1ccc(Cl)c([N+](=O)[O-])c1 | -6
CC1(C)CC(=O)C(N=Nc2ccc3[nH]c(=O)[nH]c3c2)=C(O)C1 | 0
O=C(O)CCC(=O)NNC(=O)c1ccncc1 | -29

Overlap with the part before: two entries, then new ones.
SMILES | DUSP3 inh
CC1(C)CC(=O)C(N=Nc2ccc3[nH]c(=O)[nH]c3c2)=C(O)C1 | 0
O=C(O)CCC(=O)NNC(=O)c1ccncc1 | -29
C=CCN1C(=O)/C(=C\c2c(OCC)ccc3ccccc23)C(=O)NC1=S | 17
Cc1cc(C)nc(/N=C(/N)Nc2ccc(C(=O)O)cc2)n1 | -5
CCC(C)N1CCN(Cc2ccccc2Br)CC1 (stereo not drawn) | -8
O=C(Oc1ccc(Br)cc1C(=S)N1CCOCC1)c1ccc(Cl)cc1 | -3
Cc1nn(C)c(C)c1NC(=O)c1ccnn1C | -14
Cc1cccc(NC(=O)CSc2nc(C)cc(C)n2)c1 | 18
CC(C)C(=O)NS(=O)(=O)c1ccc(NC(=O)c2ccc(Cl)cc2)cc1 | -9
O=C(/C=C/c1ccc(-c2ccccc2[N+](=O)[O-])o1)Nc1ccc(NC(=O)c2ccco2)cc1 | 2
Cc1cc(/C=N\NC(=O)c2cc3ccccc3cc2O)c(C)n1-c1ccccc1 | 11
Cc1ccc2nc(Nc3ccccc3)c(C=O)c(=O)n2c1 | 1
Cc1cc2c(cc1C)NC(CC(=O)Nc1ccc(Cl)cc1)C(=O)N2 (stereo not drawn) | 57
COc1cc(NC(=O)CCC(=O)O)cc(OC)c1OC | 6
CC(C)(C)c1ccc(C(=O)Nc2cc(C(N)=O)c(Cl)cc2Cl)cc1 | -8
O=C1OC(c2ccccc2)=N/C1=C/c1c(F)c(F)c(F)c(F)c1F | -5
COc1ccc(Br)cc1C(=O)Nc1ccc(C)cc1[N+](=O)[O-] | -24
CCNC(=S)N(Cc1ccccc1)/N=C\c1ccccc1 | -12
COc1cc(/C=C(\C#N)c2ccc([N+](=O)[O-])cc2)c(OC)cc1Br | -16
COc1ccccc1N1C(=O)c2cccc3c(N4CCN(C)CC4)ccc(c23)C1=O | 12
O=C1c2c(Cl)c(Cl)c(Cl)c(Cl)c2C(=O)C1(Nc1ccccc1)c1ccccc1 | -6
CCN1C(=O)/C(=C2\SC(=S)N(CC(=O)O)C2=O)c2ccccc21 | 4
CN(C)c1ccc(/C=C2\SC(=S)N(/N=C/c3ccc(N(C)C)cc3)C2=O)cc1 | -29
COc1ccc(C(=O)Nc2ccc3nn(-c4ccc(C)cc4)nc3c2)cc1Br | 6
CN1C(=O)C(=O)/C(=C(\O)c2ccc(Cl)cc2)C1c1cccc([N+](=O)[O-])c1 (stereo not drawn) | -13
COc1ccc(C2(N(C(C)=O)c3ccccc3)C(=O)c3ccccc3C2=O)cc1 | -12
NS(=O)(=O)c1ccc(NC(=O)CSCCOC(=O)c2cc3ccccc3o2)cc1 | -17
C#Cc1cccc(N2C(=O)c3ccc(C(=O)O)cc3C2=O)c1 | -8
C=CCNCC(=O)Nc1sc2c(c1C(=O)OCC)CCCC2 | 0
O=C(Nc1ccc2c(c1)OCO2)c1cc2n(n1)C(C(F)(F)F)CC(c1ccc(Cl)c(Cl)c1)N2 (stereo not drawn) | 3
O=C(NN1C(=O)/C(=C/c2cccc(Br)c2)SC1=S)c1cccnc1 | 4
O=C(Nc1cccc(C(F)(F)F)c1)c1c(O)c2ccccc2[nH]c1=O | -87
